Cardio protect = cardioprotection against H2O2-induced cell death, primary screen, uHTS, H9c2 cells, ATPLite luminescence; H9c2 cardiomyocytes, H2O2 injury protection, 2 h; protection from H2O2 cell death, % at 20 µM; 360,000 compounds, 0.63% hits; AID 588492, 2011;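 active = compounds giving at least 50% protection of heart cells from peroxide-induced death in the single-dose screen, raw or plate-pattern-corrected value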;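 note: 0% = DMSO wells with peroxide and 100% = DMSO wells without peroxide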
ABCB6 inh 2 = ABCB6 transporter inhibitors, primary screen, K562-ABCB6 cells, flow cytometry, MLPCN library; ATP-binding cassette sub-family B member 6 (Homo sapiens), Q9NP58; fluorescence ratio to DMSO, % at 10 µM; K562-ABCB6 porphyrin accumulation, 1 h; active compounds read low; 360,000 compounds, 0.19% hits;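 active = fluorescence ratio to DMSO below 75%, the collection mean minus 3 SD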;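 note: signal is porphyrin accumulated inside mitochondria; 100% equals median channel fluorescence of DMSO control wells; lower ratio means ABCB6 inhibition with less porphyrin fluorescence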
Exocytosis inh = LAMP-1 surface exposure blockers, TALL-104 cells – cell-based, flow cytometry, MLPCN library, primary screen | 360,000 compounds, 0.66% hits | TALL-104 LAMP-1 surface exposure; cells stimulated with thapsigargin and PMA | inhibition, % at 10 µM;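 active = inhibition above about 55%, limit read from the data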
N-glyco inh = increase of ERlucT glycosylation luciferase signal, primary screen, N-linked glycosylation inhibitor project, D54 ERlucT cells, luminescence, set 2; D54 ERlucT glycosylation luciferase reporter, 24 h; percent of 100 nM tunicamycin response; reporter increase, % at 12.5 µM; 360,000 compounds, 0.23% hits;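 active = mean luciferase reporter signal, scaled so untreated is 0 and the glycosylation-blocking control 100, at or above a set limit in every replicate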;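 note: luciferase carries N-glycosylation sites so blocking glycosylation raises the light; 0% = median of neutral control wells and 100% = median of 100 nM tunicamycin wells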
Vif imaging = HIV Vif self-association inhibitors, primary screen, imaging, HEK293T, single point. AID 602346, 2012. inhibition, % at 7.49 µM. 340,000 compounds, 0.35% hits. HEK293T cells, Vif self-association by quenched fluorescence, 24 h; in the data active = inhibition above about 50%, passing the limit was not always enough; note: some results filed as inactive read as strong as hits
CaV13 FRET inh = Primary screen for inhibitors of IQ motif and Ca2+-dependent inactivation inhibitor domain binding in CACNA1D, Förster resonance energy transfer in living cells, …; HEK cells, CFP/YFP FRET ICDI-IQ, plate reader, 10 min; percent FRET-ratio fall versus neutral wells; inhibition, % at 12.3 µM; 340,000 compounds, 0.098% hits; AID 743397;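 active = mean replicate inhibition of at least 30% and at least 1% of replicates passing that level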;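 note: 0% = median of the neutral control wells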
aDG glyco act = activators of alpha-DG glycosylation, primary screen, uHTS, Pro5-aDG cells, AlphaScreen; alpha-DG glycosylation AlphaScreen (IIH6); 0% Pro5, 100% B10-LARGE cell signal; activation, % at 10 µM; 360,000 compounds, 0.22% hits; AID 624168, 2012;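 active = activation of at least 8% versus controls, or a plate z-score of at least 8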;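 note: Pro5 are CHO cells carrying HIG-tagged alpha-DG that lacks glycosylation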
HTR2A ag = mouse Htr2a agonists via beta-arrestin recruitment, primary screen, cell-based, luminescence; 5-hydroxytryptamine receptor 2A (Mus musculus), P35363; CHO-K1 mHTR2A beta-arrestin complementation; percent of 30 µM serotonin response; activation, % at 7.6 µM; 360,000 compounds, 0.66% hits; AID 624169, 2012;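 active = activation above a run cutoff, the mean activation of all tested compounds plus 3 SD, cut at about 14% in these data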;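 note: 0% = plate median of compound wells and 100% = 30 µM serotonin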
Target sequence (P35363 whole entry, looked up): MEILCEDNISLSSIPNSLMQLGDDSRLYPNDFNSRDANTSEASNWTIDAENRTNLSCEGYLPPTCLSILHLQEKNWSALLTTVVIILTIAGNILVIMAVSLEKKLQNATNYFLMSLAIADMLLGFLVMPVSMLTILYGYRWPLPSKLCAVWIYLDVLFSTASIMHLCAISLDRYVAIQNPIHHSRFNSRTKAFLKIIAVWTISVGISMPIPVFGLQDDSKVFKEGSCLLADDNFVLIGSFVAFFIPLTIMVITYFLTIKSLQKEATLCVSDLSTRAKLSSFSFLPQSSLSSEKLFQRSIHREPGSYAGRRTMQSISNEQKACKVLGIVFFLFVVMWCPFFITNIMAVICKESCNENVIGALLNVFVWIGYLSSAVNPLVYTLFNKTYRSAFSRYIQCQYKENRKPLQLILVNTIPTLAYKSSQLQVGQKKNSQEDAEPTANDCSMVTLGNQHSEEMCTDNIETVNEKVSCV
hiPSC survival = enhancers of single-cell hiPSC survival, primary screen, ATPlite luminescence; survival enhancement, % at 20 µM; AID 602274, 2012; 360,000 compounds, 0.044% hits; 100% = ROCK inhibitor wells, 0% = DMSO; in the data active = survival enhancement above about 18%;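 note: cells exposed to compounds for 16 hours before the ATP read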
PDI turbidity = inhibitors of human PDI, primary screen, biochemical, turbidity, single point, plate reader; PDI insulin aggregation turbidity, A650, 90 min; inhibition, % at 10 µM; 350,000 compounds, 0.052% hits;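 active = mean inhibition across replicates of 30% or more, whatever share of single replicates reach that level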;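 note: absorbance from insulin aggregation driven by PDI reduction with DTT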
Target sequence (P07237 whole entry, looked up): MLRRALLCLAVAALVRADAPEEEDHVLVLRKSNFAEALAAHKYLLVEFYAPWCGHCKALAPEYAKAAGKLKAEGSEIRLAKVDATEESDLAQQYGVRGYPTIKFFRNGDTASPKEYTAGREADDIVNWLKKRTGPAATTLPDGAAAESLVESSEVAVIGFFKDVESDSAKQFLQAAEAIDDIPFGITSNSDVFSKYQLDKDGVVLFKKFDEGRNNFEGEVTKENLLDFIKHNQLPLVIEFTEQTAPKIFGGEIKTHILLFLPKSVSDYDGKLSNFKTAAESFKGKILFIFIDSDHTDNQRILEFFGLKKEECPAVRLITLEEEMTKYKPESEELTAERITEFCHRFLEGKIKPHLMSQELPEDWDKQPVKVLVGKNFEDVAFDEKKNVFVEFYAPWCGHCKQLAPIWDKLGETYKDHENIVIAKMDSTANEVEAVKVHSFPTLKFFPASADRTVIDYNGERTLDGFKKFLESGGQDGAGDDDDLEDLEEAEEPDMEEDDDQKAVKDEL
* marks the source's active call; other numbers are inactive results; . = no result given.

SMILES	Cardio protect	ABCB6 inh 2	Exocytosis inh	N-glyco inh	Vif imaging	CaV13 FRET inh	aDG glyco act	HTR2A ag	hiPSC survival	PDI turbidity
CN1CCN(NC(=O)c2ccc(Br)s2)CC1	-0.3	95.0	-0.1	-1.0	16.1	-1.9	-0.1	-5.6	-0.5	-1.4
CC(=O)Oc1ccc2c(c1)c(C(C)=O)c(C)n2C	0.0	101.0	-2.9	-3.5	-2.5	-7.6	0.0	3.2	2.9	11.6
CCCCCCNC(=O)CCc1nc2cccnc2n1Cc1ccc(OC)cc1	5.5	96.0	3.6	0.6	-17.1	-3.0	-0.1	2.9	0.2	4.0
COCCNc1nc(C)c(C(C)=O)s1	-7.0	105.0	-1.8	2.7	10.5	3.0	-0.2	0.3	-0.1	0.0
Cc1ccccc1NCN1C(=O)C2C3C=CC(C3)C2C1=O (stereo unspecified)	-4.3	88.0	4.1	0.2	-2.2	-5.4	-0.1	7.8	-1.0	-8.2
N#Cc1ccccc1S(=O)(=O)N1CCN(C(=O)c2cn(-c3ccccc3)nc2-c2cccnc2)CC1	-3.7	96.0	6.3	-0.2	-2.6	-5.9	-0.1	2.3	-0.4	-1.4
Cn1c(=O)c2c(ncn2CC(=O)Nc2ccc(N3CCOCC3)cc2)n(C)c1=O	7.5	99.0	-2.6	1.1	4.4	-4.5	0.1	1.3	2.6	-5.1
CN(Cc1ccccc1)C(=O)c1ncn(Cc2ccccc2)c1C(=O)N(C)Cc1ccccc1	10.3	94.0	-1.0	17.8	2.0	-10.2	-0.4	2.5	-2.0	7.4
CCCN(c1ccc(C)cc1)c1nc(=O)c2cccnc2s1	-0.8	99.0	-6.4	0.3	6.5	-20.6	0.0	-3.8	0.3	-11.0
COc1ccc(-c2ccc(C(=O)NC3CCCCC3)c3occc23)c(C)c1	-13.0	92.0	3.3	-6.4	-9.7	-4.6	1.5	1.5	-1.8	0.5
Cc1cccc(C(=O)O/N=C2\CCS(=O)(=O)c3sccc32)c1	3.0	92.0	0.4	-1.4	15.3	-5.3	-0.2	6.6	1.5	14.3
COCCCNC(=O)CS(=O)Cc1nc(-c2cccc(OC)c2)oc1C (stereo unspecified)	3.4	103.0	0.6	0.2	1.4	-4.0	-0.2	-0.2	2.0	-0.9
Cc1snc(S(=O)(=O)/C(C#N)=N\Nc2ccccc2)c1C#N	0.3	105.0	4.7	-0.3	4.2	-5.0	-0.1	-5.0	-1.2	1.1
O=C(CSc1nc(=O)n2cc(Cl)ccc2n1)Nc1cccc2ccccc12	2.7	102.0	-1.2	1.7	19.0	-6.3	0.0	-1.6	-0.4	8.6
CCc1ccc(NC(=O)CSCCO)cc1	2.2	100.0	85.2*	0.2	-10.8	-2.7	0.0	-4.0	4.1	-8.5
CC(=O)N1CCSc2ccc(S(=O)(=O)NCc3ccc(F)cc3)cc21	-4.0	98.0	13.4	1.5	5.1	-2.7	0.1	-4.2	-0.4	0.6
O=C(Nc1nc(-c2ccc(F)c(F)c2)cs1)c1cnccn1	7.4	90.0	-1.5	1.9	-1.4	-1.7	0.1	11.8	-0.4	7.9
CC(NS(=O)(=O)c1cccc(Cl)c1)C(=O)Nc1ccc(-c2nc3ccccc3s2)cc1 (stereo unspecified)	-9.5	97.0	5.6	0.4	-3.3	.	0.3	0.5	-1.1	-3.0
Cc1cc([N+](=O)[O-])nn1CC(=O)NNC(=S)Nc1ccc([N+](=O)[O-])cc1	4.2	101.0	2.0	0.8	-1.0	-6.8	-0.3	0.2	7.5	-10.1
CCC(C)NC(=O)CSc1nnc(-c2cc(OC)c(OC)c(OC)c2)c(-c2cc(OC)c(OC)c(OC)c2)n1 (stereo unspecified)	1.4	97.0	-7.6	5.4	9.5	-3.3	0.0	-3.5	0.0	5.9
Cc1sc2ncn(CC(=O)N3CCN(c4ccccc4F)CC3)c(=O)c2c1S(=O)(=O)N1CCOCC1	20.8	91.0	12.2	0.8	9.5	-3.0	-0.1	-8.3	-0.4	5.4
C=CCn1c(SCc2ccccc2)nc(O)cc1=O	0.8	97.0	-1.1	0.4	25.4	-2.0	-0.1	-2.0	2.2	-6.8
Cc1cc(C=O)c(C)n1-c1ccc(N2CCCC2)c([N+](=O)[O-])c1	1.2	106.0	-0.1	-1.9	-2.2	.	0.1	4.7	6.4	-2.3
CCn1c(C)c(C)c2cc(C(=O)NCCN3CCOCC3)ccc21	-2.2	115.0	-2.1	1.8	-4.1	-4.6	-0.3	-5.4	-0.2	-4.7
CCn1c(CNC(=O)c2ccco2)nnc1SCC(=O)Nc1cc(F)ccc1C	-7.6	98.0	-2.2	-3.0	-1.3	-18.0	0.0	3.3	0.3	1.8

Gathered by group: the entries above with fluorine (4)
SMILES	Cardio protect	ABCB6 inh 2	Exocytosis inh	N-glyco inh	Vif imaging	CaV13 FRET inh	aDG glyco act	HTR2A ag	hiPSC survival	PDI turbidity
CC(=O)N1CCSc2ccc(S(=O)(=O)NCc3ccc(F)cc3)cc21	-4.0	98.0	13.4	1.5	5.1	-2.7	0.1	-4.2	-0.4	0.6
O=C(Nc1nc(-c2ccc(F)c(F)c2)cs1)c1cnccn1	7.4	90.0	-1.5	1.9	-1.4	-1.7	0.1	11.8	-0.4	7.9
Cc1sc2ncn(CC(=O)N3CCN(c4ccccc4F)CC3)c(=O)c2c1S(=O)(=O)N1CCOCC1	20.8	91.0	12.2	0.8	9.5	-3.0	-0.1	-8.3	-0.4	5.4
CCn1c(CNC(=O)c2ccco2)nnc1SCC(=O)Nc1cc(F)ccc1C	-7.6	98.0	-2.2	-3.0	-1.3	-18.0	0.0	3.3	0.3	1.8

Next entries
SMILES	Cardio protect	ABCB6 inh 2	Exocytosis inh	N-glyco inh	Vif imaging	CaV13 FRET inh	aDG glyco act	HTR2A ag	hiPSC survival	PDI turbidity
Cc1ccc(S(=O)(=O)N(C)/N=C/c2ccc(N(C)C)cc2)cc1	-7.6	97.0	-2.5	-0.3	18.4	-4.0	0.2	-5.9	-0.4	4.2
CCOC(=O)C(C)Sc1ncc(OC)c(Sc2ccc(Cl)cc2)n1 (stereo unspecified)	-14.8	82.0	-1.2	0.5	-8.6	-5.0	0.3	-2.5	-3.0	1.2
CN(C)S(=O)(=O)c1ccc(NC(=O)CN2CCOCC2)cc1	-4.9	97.0	-0.3	1.9	-3.5	-14.6	-0.1	1.1	-0.6	-0.5
O=C(CNC(=O)Cn1cnc2sc3c(c2c1=O)CCCC3)NCc1ccccn1	-0.7	102.0	1.3	-1.0	1.5	-8.4	-0.2	0.2	2.1	0.7
C#CCN(C[C@@H]1[C@@H](OC(=O)NCc2ccccc2F)[C@@H](OC(=O)NCc2ccccc2F)Cn2c(=O)ccc(=O)n21)S(=O)(=O)c1ccc(C)cc1	-4.4	96.0	-2.6	-21.7	8.1	-4.0	-0.3	1.8	-1.7	-4.0
CCOc1ncccc1C(=O)Nc1ccc2c(c1)OCCCO2	-2.6	99.0	-0.6	-1.4	2.5	-6.1	0.0	10.2	0.0	1.3
O=C(NC(=S)Nc1ccc(Cc2ccncc2)cc1)c1ccccc1	-2.4	94.0	21.2	1.3	0.6	-4.4	0.0	-5.8	-1.7	-0.7
CCOC(=O)CS(=O)(=O)c1nc(-c2ccccc2)cc(C(F)(F)F)n1	-33.8	92.0	29.9	-16.3	0.7	-3.6	-0.8	-10.2	-1.3	-5.6
CCN1C(=O)[C@@H]2[C@@H](c3ccc(-c4ccc5c(c4)OCO5)c(OC)c3)N3CCC[C@@]3(C(=O)OC)[C@@H]2C1=O	10.3	99.0	-1.9	-1.7	-3.8	-8.6	-0.2	-1.3	0.1	-5.4
CCN1C(=NCCCOC(C)C)N[C@@H](CCc2ccccc2)[C@H](C(=O)NCCCOC(C)C)[C@H]1C	-23.8	100.0	6.5	-0.5	-5.8	-10.5	1.7	5.5	-3.6	5.8
CCNNC(=O)C(O)(Cc1ccccc1)Cc1ccccc1	-1.2	96.0	7.9	0.6	-3.2	-21.1	0.1	-8.4	-0.5	7.1
O=C(CCC(=O)NC1CCCCC1)Nc1cccnc1	1.3	104.0	-5.7	-1.2	4.3	-4.9	0.1	3.3	0.3	4.0
O=C(C(=C1NCCN1)n1cncn1)c1ccccc1	4.1	94.0	-0.7	-2.0	4.2	-2.7	0.0	0.4	-1.5	5.4
CC(C)OCCCN(C)C1CCN(S(=O)(=O)c2csc(C(N)=O)c2)CC1	1.5	97.0	-0.6	0.1	2.7	-4.2	-0.2	2.1	-0.5	3.7
COc1ccc2ccccc2c1/C=N/N1C(=O)CSC1=S	-1.4	104.0	-4.4	-0.5	8.6	.	-0.1	-8.5	-0.3	2.1
COCCN1C=C(C(=O)OC)C(c2cc(Br)c(OC)c(OC)c2)C(C(=O)OC)=C1	1.8	96.0	0.7	5.3	-9.5	.	-0.1	-4.2	2.3	-3.9
Cc1ccc(C(=O)N/N=C\c2ccc([N+](=O)[O-])s2)cn1	10.2	100.0	0.4	6.9	-10.4	-2.5	6.3	-0.3	-0.8	-9.5
Cc1cc(OC(C)C)nc(-c2ccccc2O)n1	-9.6	98.0	1.1	-0.7	-1.9	-3.5	-0.1	-2.0	-0.8	-1.3
CCCCOC(=O)C1=C(C)Nc2ncnn2C1c1cccc(OC)c1 (stereo unspecified)	4.9	97.0	1.9	2.2	6.0	-5.7	0.5	1.4	3.0	2.1
O=C(NC12CC3CC(CC(C3)C1)C2)N1CCN(C(=O)C2CCCO2)CC1 (stereo unspecified)	5.6	94.0	-1.4	-0.9	8.5	-5.4	-0.1	-3.1	2.5	-6.6
COc1ccc(CNC(=O)c2c(O)c3ccccc3n(C)c2=O)cc1OC	-4.1	102.0	-0.9	-0.6	1.2	.	0.0	8.2	0.4	-4.0
COC(=O)c1cc(NC(=O)Cc2cc(OC)c(OC)c(OC)c2)cc(C(=O)OC)c1	4.9	97.0	-0.7	7.0	1.6	2.8	-0.4	3.0	-0.8	3.8
COC(=O)CC1C(=O)NCCN1C(=O)Nc1ccccc1 (stereo unspecified)	1.6	98.0	-1.1	1.9	6.2	.	-0.2	8.1	-1.9	-5.7
CC1(C(=O)NS(=O)(=O)c2ccccc2)CCN1C(=O)CC(c1ccccc1)c1ccccc1 (stereo unspecified)	1.4	100.0	-7.9	-3.2	-11.5	-10.4	-0.1	-1.7	-2.0	-74.0
CN1C(=C2C(=O)OC(C)(C)OC2=O)Sc2ccccc21	-7.4	103.0	-5.0	-4.0	4.8	-7.0	-0.3	0.4	3.1	-2.7
Cc1ccccc1NC(=O)C1CCN(S(=O)(=O)c2cccc3nonc23)CC1	-3.3	96.0	-15.6	1.5	2.1	-6.9	0.0	-2.1	0.3	3.5
COCCC1CCCCN1C(=O)c1ccc(OC2CCN(C(C)=O)CC2)c(OC)c1 (stereo unspecified)	4.8	96.0	-1.3	2.6	1.4	-2.3	-0.5	6.3	-0.4	0.9
CC(C)n1c(SCC(N)=O)nc2c1c(=O)n(C)c(=O)n2C	1.6	95.0	-1.7	2.1	-0.3	-8.4	0.1	-1.3	0.2	2.3

Compound activity as filed in PubChem BioAssay.

Compounds as they come, and some 3.1% of all compounds hit somewhere here.
